# GSK3 alpha inh = human GSK-3 alpha kinase inhibition. P49840. ADP-Glo luminescence, 60 min. inhibition, % at 10 µM. AID 2650. 320,000 tested, 0.1% active;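 in the data active means inhibition above about 50%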;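 further: GST-tagged GSK-3 alpha with peptide substrate and 25 µM ATP; 0% = DMSO neutral wells and 100% = GW8510 positive control wells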
# Target sequence (P49840 whole entry, looked up): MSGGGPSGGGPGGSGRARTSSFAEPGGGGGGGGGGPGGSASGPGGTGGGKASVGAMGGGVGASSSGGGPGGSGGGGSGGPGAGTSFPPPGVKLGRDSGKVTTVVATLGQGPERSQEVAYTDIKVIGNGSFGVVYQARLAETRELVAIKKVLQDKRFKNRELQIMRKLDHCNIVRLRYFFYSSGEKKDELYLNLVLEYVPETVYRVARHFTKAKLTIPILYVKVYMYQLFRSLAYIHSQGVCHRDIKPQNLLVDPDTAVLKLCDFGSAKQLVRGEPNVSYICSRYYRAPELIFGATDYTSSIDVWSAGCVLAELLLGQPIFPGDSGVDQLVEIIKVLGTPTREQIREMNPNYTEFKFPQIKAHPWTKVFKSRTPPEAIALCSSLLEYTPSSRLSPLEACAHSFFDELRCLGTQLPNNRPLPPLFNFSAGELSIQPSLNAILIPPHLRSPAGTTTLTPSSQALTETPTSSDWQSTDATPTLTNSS
# HSF-1 act = increases HSF-1 driven luciferase reporter signal; NIH3T3-HGL HSF-1 luciferase reporter, MG132, 8 h; 100% = twice DMSO control signal; 300,000 tested, 1.7% active; AID 504408; activation, % at 9 µM;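 active means mean replicate activation of at least 50% with a set share of replicates each reaching 50%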;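 further: 0% = median of the neutral control wells and 100% = twice that signal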
# PolyA inh = inhibitors of polyadenylation in S. cerevisiae; S. cerevisiae SKY197-pL101 polyadenylation reporter, beta-gal luminescence; efflux-impaired pdr1/pdr3 knockout yeast; score 100 = 6 SD above DMSO; 300,000 tested, 0.02% active; AID 1875; calls only at 12 µM;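 active means lowest replicate activity score at least 50, where 100 means six control SD above control mean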;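 further: yeast exposed to compound for 9 h at 30 °C; higher score means more reporter readthrough which indicates perturbed polyadenylation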
# KLF5 inhibitor = inhibitors of KLF5 expression; inhibition, % at 5 µM; AID 1700; DLD-1 KLF5 promoter-luciferase reporter, luminescence; 290,000 tested, 0.23% active;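 active means inhibition above a per-plate limit of that plate's mean compound inhibition plus 3 SD, cut at about 60% in these data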;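 further: 0% = DMSO wells and 100% = LY294002 at 200 µM; higher means less KLF5 promoter-driven luciferase light; inactives centre near -14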
# HSF1 inhib = HSF1 inhibition; NIH3T3-HGL HSE-luciferase, MG132-induced, luminescence 8 h; stronger effect = lower value; activity change, negative = inhibition, % at 7.5 µM (by protocol); 300,000 tested, 0.77% active; AID 2098;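 active means more than half of replicate wells show activity change below -50%, luminescence cut by over half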;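 further: luciferase reports HSF-1 transcriptional activity via heat shock element; 0% = median of DMSO wells and -100% = zero luminescence signal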
# HSP90 refold inh = inhibitors of HSP90 luciferase refolding in rabbit reticulocyte lysate | luciferase refolding luminescence, 3 h | inhibition, % at 5.6 µM | 290,000 tested, 0.91% active;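 active means inhibition above the screen-wide mean plus 3 SD, computed separately per campaign, cut at about 16% in these data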;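 further: 0% = DMSO wells and 100% = 60 µM geldanamycin wells; inhibitors lower the luminescence because luciferase stays unfolded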
# AI-2 QS mod = modulates the Vibrio harveyi AI-2 quorum sensing system. activity change, % at 7.5 µM. 300,000 tested, 0.4% active. AID 2094. Vibrio harveyi JMH597 AI-2 luminescence/OD600 ratio, 9 h; stronger effect = lower value; strain lacks LuxN and CqsS sensors; 0 = neutral-control median; in the data active means activity change below about -75%, passing the limit was not always enough;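 further: luminescence divided by OD600 gain over 9 h not by final OD600 alone; inactives centre near 13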
# GSK3beta inhib = blocks human GSK3beta kinase activity. AID 2097. 300,000 tested, 0.038% active. activity score (negative = inhibition), % at 10 µM. P49841. GST-GSK3beta kinase, ADP-Glo luminescence, 60 min; stronger effect = lower value;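 active means more than half of replicate wells score below -50%, meaning over 50% inhibition versus plate controls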;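 further: 0% = median DMSO wells and -100% = median GW8510 positive control wells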
# Target sequence (P49841 whole entry, looked up): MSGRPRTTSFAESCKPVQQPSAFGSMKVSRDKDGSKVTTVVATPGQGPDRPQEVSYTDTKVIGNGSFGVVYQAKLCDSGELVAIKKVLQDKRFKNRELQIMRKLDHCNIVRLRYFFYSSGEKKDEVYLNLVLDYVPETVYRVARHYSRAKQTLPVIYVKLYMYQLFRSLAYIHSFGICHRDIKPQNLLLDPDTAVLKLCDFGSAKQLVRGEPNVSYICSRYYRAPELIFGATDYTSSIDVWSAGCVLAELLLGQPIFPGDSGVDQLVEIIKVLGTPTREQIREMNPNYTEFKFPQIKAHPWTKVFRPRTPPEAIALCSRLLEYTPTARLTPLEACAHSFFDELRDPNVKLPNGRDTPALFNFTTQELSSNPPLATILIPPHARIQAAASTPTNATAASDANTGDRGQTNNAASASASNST
#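 Assay system: GST-tagged human GSK3beta kinase, cell-free; Input: 1.6 ng GSK3beta; Medium: Tris/MgCl2 kinase buffer; Timing: 60 min enzyme reaction, room temperature; Signal: ADP-Glo luminescence quantifying ADP generated by kinase; Evaluation: score relative to plate controls; Benchmarks: DMSO neutral wells and GW8510 at 20 µM as positive.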
# IEC-6 tox = kills IEC-6 intestinal cells in KLF5 counter-screen | IEC-6 cytotoxicity, luminescence viability | inhibition, % at 5 µM | 290,000 tested, 0.78% active; in the data active means inhibition above about 22%;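 further: 0% = plate median of test compound wells and 100% = cytotoxic reference compound wells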
# aSyn 5UTR inh = 5' untranslated region of α-synuclein, MLPCN primary screen. alpha-synuclein 5'UTR reporter, inhibitor activity. inhibition, % (tested at 7.5 µM). 300,000 tested, 0.82% active; in the data active means inhibition above about 60%;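 further: H4 neuroglioblastoma cells stably carrying SNCA 5'UTR luciferase fusion; 0% = DMSO wells and 100% = positive control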
# Numbers without * were called inactive; i = inactive; / = no result given. A portion of the library; the hit share may differ from the screen's.
smiles	HSP90 refold inh	GSK3 alpha inh	HSF1 inhib	IEC-6 tox	AI-2 QS mod	HSF-1 act	GSK3beta inhib	KLF5 inhibitor	aSyn 5UTR inh	PolyA inh
COc1ccc(CN2C(=O)c3cccnc3C2O)cc1 (stereo unspecified)	6.0	-0.7	-8.7	-1.4	22.9	-13.7	1.8	-46.0	-4.4	i
Cc1ccc(OCC(=O)N/N=C\c2c(C)n(C)c3ccccc23)c([N+](=O)[O-])c1	0.4	-0.8	-15.4	5.0	4.6	-34.4	0.9	4.0	13.7	i
CCN(CC)S(=O)(=O)c1ccc2[nH]c(=O)cc(C(=O)NCC(c3ccco3)N3CCCC3)c2c1 (stereo unspecified)	/	-4.4	2.6	/	8.5	7.7	-2.3	/	1.2	i
O=C1CCC(=O)N1CC(=O)N(c1ccccc1)c1ccccc1	1.2	0.1	3.0	1.7	-3.0	-3.1	2.7	-11.2	-5.3	i
Nc1ccc(Nc2ccccc2)c(S(=O)(=O)O)c1	1.3	-1.9	-2.3	-5.4	22.2	-15.5	2.6	-4.1	-2.6	/
Cc1nc2scc(C)n2c(=O)c1S(=O)(=O)NCc1ccccc1Cl	-3.9	0.3	-4.5	3.6	13.3	-4.2	3.1	-29.7	-7.9	i
CCn1c(=O)c(C(=O)NCc2ccccc2Cl)c(O)c2ccccc21	-1.8	-1.0	-35.5	-2.3	15.9	-48.3	6.4	-35.0	3.9	i
CC(=O)Nc1ccc(NC(=O)C2CCCN2C(=O)Nc2ccc(F)c([N+](=O)[O-])c2)cc1 (stereo unspecified)	-3.7	-1.7	1.8	-1.1	6.2	2.0	0.2	-16.9	-6.9	i
Cc1ccc2[nH]c(C)c(CCNC(=O)C3CCCCC3C(=O)OCC(F)(F)F)c2c1 (stereo unspecified)	1.6	-2.1	7.5	2.3	12.8	-6.4	2.7	-45.6	5.2	i
CCOc1cc(C(=S)N2CCCC2)ccc1OCC(=O)Nc1c(C)cc(C)cc1C	2.8	-0.8	-3.0	-2.9	18.8	4.7	-2.7	-8.5	-5.8	i
CC(Sc1nnc(-c2ccc(C(C)(C)C)cc2)n1C)C(N)=O (stereo unspecified)	-2.5	4.5	/	-1.3	/	/	/	-7.9	/	/
O=NC1=C(c2c(O)[nH]c3ccccc23)CCCC1	-4.2	0.2	-3.9	5.9	7.4	-1.7	-0.4	-39.2	21.4	i
COc1cc(NC(=S)NC(C)=O)ccc1NC(=O)C(C)C	-2.6	0.2	2.0	7.8	35.3	4.1	1.7	-53.4	-42.8	i
c1ccc(CO/N=C(\c2ccc(C3CC3)nc2)C2CC2)cc1	3.1	-0.3	5.4	0.6	-27.3	5.9	-0.3	-13.9	16.1	i
CN(C)S(=O)(=O)c1cccc(C(=O)N2CCN(Cc3ccccc3)CC2)c1	0.5	-0.2	-3.2	-8.7	20.0	-5.1	1.5	1.8	9.4	i
CC(=O)Nc1cc(C(=O)N2CCN(C)CC2)ccc1Sc1ccc(C)cc1	-0.9	-4.2	-6.4	-2.9	/	1.4	/	-6.5	43.5	i
CC(C)CCn1c(=S)[nH]c2ncccc2c1=O	0.3	4.6	-9.9	-7.9	-1.9	-13.6	4.0	-16.9	4.1	i
CC(=O)N/C(=C/c1ccc(OC(F)F)cc1)C(=O)O	7.8	0.2	0.3	13.0	33.0	-1.4	1.9	-21.0	14.7	i
COc1ccc(C(C2C(=O)CC(C)(C)CC2=O)C2C(=O)CC(C)(C)CC2=O)cc1	6.7	-20.0	3.6	-1.2	-1.8	22.1	1.2	-19.8	1.7	i
CC(=O)Nc1ccc(S(=O)(=O)N2CCN(S(=O)(=O)N3CCC(C)CC3)CC2)cc1	3.4	-2.4	-0.9	5.5	10.0	5.1	-0.3	-4.5	-15.1	i
CCOc1ccccc1NC(=O)COn1nnc2ccc(Cl)cc21	-0.4	1.9	4.9	2.8	26.0	-1.7	-1.7	-22.0	7.3	i
Cc1ccc(OCCn2c(=O)sc3ccccc32)cc1	1.8	-0.4	35.8	2.2	32.7	26.7	-3.3	-95.7	-115.3	i
COc1cc(/C=C2/C(=N)N3C(=NC2=O)SN=C3S(C)(=O)=O)ccc1OS(=O)(=O)c1ccc(C)cc1	-7.3	-3.7	-1.4	-3.7	15.7	1.9	1.8	-28.3	3.5	i
CCn1c(Sc2ccc(N)cc2Cl)nc2ccccc21	0.6	-2.1	-3.1	-0.6	-1.7	6.1	-0.8	17.0	-8.9	i
CCOc1ccc(-c2nnn(CC(=O)N3CCN(c4ccc(OC)cc4)CC3)n2)cc1OCC	2.4	-1.8	9.4	3.1	12.3	-6.6	-1.2	-2.5	29.4	i
Cc1ccccc1NC(=O)C1C2CCCCC21 (stereo unspecified)	6.6	4.5	8.0	1.1	-0.2	14.4	-5.8	-25.4	6.0	i
CC(C)c1nnc(NC(=O)COc2ccc3ccccc3c2)s1	1.7	3.1	-2.1	-1.9	9.5	-6.9	-0.2	-27.8	7.0	i
NC(=O)/C(=C\c1ccccc1)NC(=O)c1ccc(NC(=O)c2ccccc2)cc1	-1.9	1.1	-0.5	1.3	31.9	0.8	0.8	-24.6	-7.2	i
Cc1cc(C)nc(N2CCCC(C(=O)NC3CCCC3)C2)n1 (stereo unspecified)	-0.3	-0.2	2.5	5.7	22.6	15.4	1.3	-8.2	-6.9	i
c1ccc(CCC2CCCCN2Cc2cn[nH]c2-c2cc3ccccc3o2)nc1 (stereo unspecified)	-1.2	-1.5	6.6	4.6	19.5	-7.3	0.3	-31.3	-30.1	i
CCOCCn1c(N2CCN(c3ccccc3)CC2)nc2c1c(=O)n(C)c(=O)n2C	-0.2	-6.6	-7.4	4.8	5.3	1.8	0.7	-7.0	28.1	i
O=c1oc2cc(Oc3ccc(C(F)(F)F)cc3[N+](=O)[O-])ccc2c2c1CCC2	0.6	5.0	-3.2	-0.6	13.0	0.4	-1.5	-7.8	-49.8	i
CCSc1ccccc1C(=O)NCc1ccc2c(c1)OCO2	1.8	-0.5	-7.7	-10.4	3.5	-1.4	1.4	12.7	29.6	i
Cc1ccc(S(=O)(=O)N(C)CC(=O)OCc2nnc(-c3ccccc3)o2)cc1	5.8	0.0	0.2	1.8	11.9	7.1	1.2	4.0	-15.1	i
CCCCn1c(N)c(N(CC)C(=O)c2ccc(Cl)c(Cl)c2)c(=O)[nH]c1=O	0.4	-1.1	-0.8	5.0	20.7	0.4	-3.3	-7.8	-14.8	i
Cc1cccc(C)c1NC(=O)CNC(=O)c1cn(-c2ccccc2)nc1-c1ccccc1	-0.8	-0.6	4.9	4.2	9.4	17.5	1.3	-32.7	16.9	i
Cc1cccc(NC(=O)CSc2nnc3ccc(-c4ccccn4)nn23)c1	/	-2.5	3.6	/	16.6	-5.3	-0.7	/	5.5	i
CC(=O)Oc1cccc(N2C(=O)C3C4C=CC(C4=C(C)C)C3C2=O)c1 (stereo unspecified)	-1.9	-0.6	-6.6	0.7	4.5	7.9	1.9	-37.6	30.3	i
FC(F)(F)c1cccc(Cc2noc(CN3CCCCC3c3ccccn3)n2)c1 (stereo unspecified)	2.3	0.3	-5.6	-6.4	13.6	-26.9	-0.4	-11.0	0.7	i
Cc1cc(=O)n2[nH]c(-c3cccnc3)nc2n1	-3.2	-1.9	-7.3	0.8	21.2	-9.1	-0.1	-5.2	-8.3	i
COC(=O)c1cc(S(=O)(=O)Nc2ccc(C)cn2)c[nH]1	-1.7	-1.3	1.2	12.9	/	-9.7	-2.7	-17.0	10.9	i
CCCn1c(SCC(=O)Nc2nnc(CC)s2)nnc1-c1ccncc1	2.3	-4.6	-2.8	-0.2	24.0	6.3	-0.6	-14.3	-3.0	i
COc1ccccc1C(=O)NC(=O)COc1ccc([N+](=O)[O-])cc1	/	6.6	-4.9	/	23.0	2.1	2.0	/	-15.5	i
O=C(NCCOc1ccccc1F)c1cc([N+](=O)[O-])ccc1N1CCOCC1	3.2	-1.9	-3.2	48.8*	5.5	-11.3	0.9	42.5	-35.8	i
O=C(CSc1nnc(NC(=O)C2CC2)s1)Nc1ccc(F)cc1F	-5.0	-1.9	4.4	1.6	25.8	2.3	1.6	-47.4	1.2	i
CC(=O)OCC1(C)CN(c2ccccc2)N(C(=O)c2ccc(F)cc2)C1=O (stereo unspecified)	0.2	1.4	8.0	-2.6	20.2	8.3	1.9	-58.9	-2.2	i
CN(C)c1ccc(/C=N/NC(N)=S)cc1[N+](=O)[O-]	2.5	-3.1	-0.3	-1.2	17.0	21.0	3.1	-15.8	26.3	i
Cc1cccc(CCNC(=O)c2cc(S(=O)(=O)N3CCCC3)cn2C)c1	-0.5	-1.6	2.3	13.1	18.2	14.5	0.0	16.1	-7.2	i
CN(C)/C=C\C(=C/C(=O)C(F)(F)F)Nc1ccccc1Oc1ccccc1	2.0	0.1	-2.3	0.2	34.5	-5.4	2.2	-26.6	6.9	i
COc1ccc(CCNC(=O)C2CCC(=O)N(CC3CCCCC3)C2)cc1 (stereo unspecified)	-1.1	/	-1.1	-0.7	2.0	32.0	-0.6	-19.1	13.3	i
O=C(c1cc([N+](=O)[O-])ccc1N1CCCC1)N1CCCC1	4.0	-0.4	-0.4	7.1	13.1	-5.8	1.5	-21.4	7.1	i
COc1ccc(CC(=O)Oc2ccc(Cl)cc2Br)cc1S(=O)(=O)N1CCOCC1	/	0.3	-2.7	/	21.3	-18.1	-1.5	/	-1.3	i
CC(=O)c1ccc(OCC(=O)c2cc(C)n(-c3ccc4c(c3)OCO4)c2C)cc1	-3.4	-1.8	3.0	4.6	8.8	34.2	0.1	24.5	-65.3	i
CCOc1ccc(S(=O)(=O)NCCC(=O)NCCc2ccc(OCC)c(OCC)c2)cc1	/	2.4	2.5	/	-3.0	-8.3	-1.8	/	4.4	i
O=C(NNS(=O)(=O)c1ccc([N+](=O)[O-])cc1)C1CCCCC1	3.5	-0.3	0.6	2.4	4.2	-6.6	-0.6	17.0	13.0	i
Cc1cnc(C(=O)Nc2ccc(C(=O)N3CCCCC3)cc2)cn1	1.8	-1.6	-3.8	-0.7	16.4	7.9	0.2	6.7	-0.1	i
O=C(CSc1n[nH]c(=O)n1-c1ccc2c(c1)OCCO2)Nc1ccccc1	8.7	13.4	-5.6	-2.8	20.5	6.4	0.6	-17.9	18.7	i
COC(=O)c1ccccc1NC(=S)N1CCN(c2ccccc2)CC1	1.6	-2.5	-6.1	-1.3	-4.3	-1.8	-0.6	-25.1	1.6	i

# Assay outcomes deposited in PubChem by several laboratories.
